Bioassay records: PubChem, several laboratories
LMP1 NFkB inh: inhibitors of Epstein-Barr LMP1-induced NF-kappaB reporter | hit rate 0.69% among 350,000 | inhibition, % at 12.5 µM | LMP1-induced NF-kappaB luciferase reporter cells, luminescence; in the data active means inhibition above about 41%; inconclusive means no clear call, values can overlap the other calls;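 further: 0% = neutral control wells and 100% = reference inhibitor control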
Shn3 inh set2: Schnurri-3 reporter inhibition in Clone20 osteoblasts; hit rate 0.52% among 360,000; inhibition, % at 12.5 µM; AID 588674; Clone20 osteoblast Shn3 3'UTR firefly luciferase, 24 h;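 active means mean inhibition of at least 75% with every replicate also reaching 75%; inconclusive means mean inhibition at least 75% but some replicate below; inactive means mean inhibition below 75%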;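 further: 0% = median of neutral control wells and 100% = pilot-screen positive control compound; some compounds past the cut are filed as inactive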
HIF-2a block: blocks HIF-2a reporter activity. 786-0 RCC cells HIF-2a reporter, luciferase luminescence, overnight. inhibition, % at 18.8 µM. hit rate 0.72% among 360,000;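 active means inhibition of the luminescence signal of 40% or more relative to plate controls, in a single-dose primary screen at 18.75 µM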
hiPSC survival: enhancers of human iPSC single-cell survival. hiPSC single-cell survival, ATPlite luminescence; 100% = ROCK inhibitor wells, 0% = DMSO. survival enhancement, % at 20 µM. hit rate 0.044% among 360,000. AID 602274; in the data active means survival enhancement above about 18%;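 further: cells exposed to compounds for 16 hours before the ATP read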
KKLEB cytotox: counter-screen for CF NF-kB inhibitors: cytotoxicity. KKLEB CF airway cells viability, ATPlite luminescence, overnight; active compounds read low; cells stimulated with P. aeruginosa culture filtrate. activity change (cytotoxicity), % at 5 µM. hit rate 0.36% among 360,000;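 active means corrected activity change at or below -50% at 5 µM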
Peg3 promoter: reduces Peg3 promoter-driven luciferase expression in HeLa. HeLa PEG-Prom luciferase reporter, luminescence, overnight. inhibition, % at 20 µM. hit rate 1.7% among 360,000;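 active means inhibition of at least 50% at 20 µM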
NR2E3 ag-1: agonists of human nuclear receptor NR2E3; inhibition of corepressor binding, % at 4.78 µM; Q9Y5X4; GST-NR2E3/biotin-RetCOR TR-FRET, 1536-well; hit rate 0.12% among 320,000; AID 2300;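 active means percent inhibition above the cutoff of mean plus 3 SD of all tested compounds, set per screening campaign, cut at about 20% in these data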;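 further: 0% = DMSO wells and 100% = biotin wells as full block of FRET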
Target sequence (Q9Y5X4 whole entry, looked up): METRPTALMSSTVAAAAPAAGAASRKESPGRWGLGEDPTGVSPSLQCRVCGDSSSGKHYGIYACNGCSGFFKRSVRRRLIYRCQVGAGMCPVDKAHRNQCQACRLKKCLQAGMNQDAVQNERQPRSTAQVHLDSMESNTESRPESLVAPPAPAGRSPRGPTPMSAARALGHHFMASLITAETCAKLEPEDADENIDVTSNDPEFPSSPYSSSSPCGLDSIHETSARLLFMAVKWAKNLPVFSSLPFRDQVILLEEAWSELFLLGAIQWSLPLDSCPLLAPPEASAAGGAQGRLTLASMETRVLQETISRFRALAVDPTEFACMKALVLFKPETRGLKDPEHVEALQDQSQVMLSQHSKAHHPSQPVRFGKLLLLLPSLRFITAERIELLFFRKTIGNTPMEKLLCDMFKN
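System: GST-tagged NR2E3 plus biotinylated RetCOR corepressor; Amount: 1.35 nM GST-tagged NR2E3 final; Dosing: single nominal compound dose of 4.8 µM; Schedule: 5 h incubation at 4 °C; Technique: TR-FRET with europium anti-GST and streptavidin-D2, 340 nm excitation; Controls: biotin wells as high control, 0.6% DMSO wells as low control.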
NR2E3 ag-2: human photoreceptor-specific nuclear receptor agonism; inhibition of corepressor binding, % at 3.98 µM; hit rate 0.35% among 360,000; AID 602229; Q9Y5X4; CHO-S Gal4-NCOR/VP16-NR2E3 two-hybrid, luciferase;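 active means inhibition above the mean of all tested compounds plus 3 SD, cut at about 70% in these data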;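 further: 0% = DMSO with NR2E3 transfected cells and 100% = cells lacking NR2E3 construct; higher means lower luciferase signal from less NR2E3 corepressor binding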
TRPM1 prom inh: MITF TRPM1 promoter inhibition in SK-MEL-5 cells; SK-MEL-5 TRPM1 promoter luciferase, 24 h; inhibition, % at 12.5 µM; hit rate 0.83% among 330,000;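 active means mean inhibition across replicates of 60% or more, whatever share of single replicates reaches that level; inconclusive means some that reach 60%, reason not given; inactive means mean inhibition across replicates below 60%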; further: values of inactives mirror those of a sister screen read the other way
CF NFkB inh: cystic fibrosis NF-kB activation inhibition | AID 588850 | inhibition, % at 5 µM | hit rate 0.86% among 360,000 | KKLEB NF-kB-GFP reporter, PAF-induced, GFP fluorescence overnight;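 active means at least 50% inhibition at 5 µM, scaled per plate between neutral and stimulator controls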;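 further: PAF is a Pseudomonas aeruginosa culture filtrate used as stimulus; plate controls were PAF-stimulated DMSO wells for no effect and unstimulated DMSO wells for full effect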
TRAIL sens C8: sensitizes caspase-8 expressing cells to TRAIL; inhibition (viability loss, TRAIL sensitization), % at 10 µM; NB7+C8 cells + TRAIL, ATPlite viability luminescence; hit rate 1% among 360,000;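 active means compounds causing at least 50% loss of cell viability in the single-dose screen, relative to plate controls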
* = called active by the depositor; u = inconclusive; x = no result given. This is a subset; the hit share may differ from the screen's.

SMILES | LMP1 NFkB inh | Shn3 inh set2 | HIF-2a block | hiPSC survival | KKLEB cytotox | Peg3 promoter | NR2E3 ag-1 | NR2E3 ag-2 | TRPM1 prom inh | CF NFkB inh | TRAIL sens C8
CCOC(=O)C1=C(C)NC(C)=C(C(=O)OCC)C1c1ccc(C)o1 | -15 | -3 | 7 | -0.3 | 9 | 8 | -1 | 12 | -4 | 0 | -25
Cc1cc(C)n2nc(C(=O)OCC(=O)c3ccccc3)nc2n1 | 10 | 7 | -3 | 1.0 | -19 | -3 | x | 8 | -20 | 26 | -11
Cc1ccccc1NC(=S)N1CCCN(Cc2ccc(F)cc2)C1 | 3 | 11 | 6 | 0.2 | 1 | -4 | -2 | 2 | 2 | -2 | 11
Cc1cc(C)c(S(=O)(=O)NCc2nc3nc(C)cc(C)n3n2)c(C)c1 | -5 | -11 | 1 | -2.5 | 4 | 12 | 4 | -21 | 1 | -24 | 29
Cc1cccc2sc(NNC(=O)c3ccc(S(=O)(=O)N4CC(C)CC(C)C4)cc3)nc12 (stereo unspecified) | 38 | u | 48* | -1.1 | -16 | 99* | -3 | -35 | 78* | 34 | 66*
C=CCSC1=Nc2sccc2C2=NC(=O)CN12 | -15 | 0 | -26 | -1.6 | -8 | 3 | -3 | 6 | 5 | 4 | -4
CCCn1c(=O)c(C(=O)NNC(=O)c2ccccc2[N+](=O)[O-])c(O)c2ccccc21 | 7 | 5 | 1 | 0.2 | -8 | 9 | 2 | -43 | 2 | 4 | -12
Cc1c(Cl)c([N+](=O)[O-])nn1Cc1ccc(C(=O)N/N=C\c2cc(Cl)ccc2O)o1 | 16 | 93* | -23 | 1.1 | -14 | 61* | -1 | -34 | 66* | 12 | -9

A run of entries taken from the entries so far:
SMILES | LMP1 NFkB inh | Shn3 inh set2 | HIF-2a block | hiPSC survival | KKLEB cytotox | Peg3 promoter | NR2E3 ag-1 | NR2E3 ag-2 | TRPM1 prom inh | CF NFkB inh | TRAIL sens C8
Cc1cc(C)c(S(=O)(=O)NCc2nc3nc(C)cc(C)n3n2)c(C)c1 | -5 | -11 | 1 | -2.5 | 4 | 12 | 4 | -21 | 1 | -24 | 29
Cc1cccc2sc(NNC(=O)c3ccc(S(=O)(=O)N4CC(C)CC(C)C4)cc3)nc12 (stereo unspecified) | 38 | u | 48* | -1.1 | -16 | 99* | -3 | -35 | 78* | 34 | 66*
C=CCSC1=Nc2sccc2C2=NC(=O)CN12 | -15 | 0 | -26 | -1.6 | -8 | 3 | -3 | 6 | 5 | 4 | -4
CCCn1c(=O)c(C(=O)NNC(=O)c2ccccc2[N+](=O)[O-])c(O)c2ccccc21 | 7 | 5 | 1 | 0.2 | -8 | 9 | 2 | -43 | 2 | 4 | -12
Cc1c(Cl)c([N+](=O)[O-])nn1Cc1ccc(C(=O)N/N=C\c2cc(Cl)ccc2O)o1 | 16 | 93* | -23 | 1.1 | -14 | 61* | -1 | -34 | 66* | 12 | -9

Going on with the list:
SMILES | LMP1 NFkB inh | Shn3 inh set2 | HIF-2a block | hiPSC survival | KKLEB cytotox | Peg3 promoter | NR2E3 ag-1 | NR2E3 ag-2 | TRPM1 prom inh | CF NFkB inh | TRAIL sens C8
O=C(Nc1ccc(O)cc1)c1cccc(Oc2ccc([N+](=O)[O-])cc2)c1 | 3 | 2 | 20 | -1.7 | -6 | 25 | 0 | -7 | 22 | 1 | 0
Cc1ccc(C(=O)NCC(=O)OCC(=O)c2ccc3c(c2)OCCO3)cc1C | -7 | -17 | -9 | 5.0 | 0 | -23 | 1 | -15 | -10 | 6 | -11
CSc1ccc(CN2CCC(CO)(Cc3ccc(Cl)cc3)CC2)cc1 | 3 | 12 | 17 | -0.7 | -18 | 73* | 0 | -8 | 22 | 2 | 22
COc1ccc(/C=C2\SC(=S)N(CCCC(=O)NNC(=O)c3ccccc3O)C2=O)cc1 | 31 | 80 | 90* | 0.3 | -1 | 71* | 2 | 14 | 92* | 6 | 6
O=C(CN1CC(c2ccccc2)CC1=O)Nc1ccc2c(c1)OCO2 (stereo unspecified) | -4 | -4 | -41 | 3.7 | -4 | -10 | 4 | -5 | -6 | 2 | -10
CCCOC(=O)c1[nH]c2c(c1C)C(=O)CC(c1cccs1)C2 (stereo unspecified) | -4 | 24 | -3 | -4.7 | -24 | 7 | -1 | 2 | 31 | 50 | 10
CCCCn1c(N)c(N(CCOC)C(=O)c2c(-c3ccccc3)noc2C)c(=O)[nH]c1=O | 5 | 1 | 19 | -0.2 | 20 | 8 | 2 | 4 | 8 | -11 | 4
Cc1ccc(S(=O)(=O)N(C)C)cc1NC(=O)COC(=O)CNC(=O)C12CC3CC(CC(C3)C1)C2 | 10 | -14 | 16 | 0.6 | -14 | 9 | -1 | -35 | 7 | 17 | -6

Entries of single compounds as entered above:
Listed for CCCCn1c(N)c(N(CCOC)C(=O)c2c(-c3ccccc3)noc2C)c(=O)[nH]c1=O = LMP1 NFkB inh = 5; Shn3 inh set2 = 1; HIF-2a block = 19; hiPSC survival = -0.2; KKLEB cytotox = 20; Peg3 promoter = 8; NR2E3 ag-1 = 2; NR2E3 ag-2 = 4; TRPM1 prom inh = 8; CF NFkB inh = -11; TRAIL sens C8 = 4
Listed for O=C(Nc1ccc(O)cc1)c1cccc(Oc2ccc([N+](=O)[O-])cc2)c1 = LMP1 NFkB inh = 3; Shn3 inh set2 = 2; HIF-2a block = 20; hiPSC survival = -1.7; KKLEB cytotox = -6; Peg3 promoter = 25; NR2E3 ag-1 = 0; NR2E3 ag-2 = -7; TRPM1 prom inh = 22; CF NFkB inh = 1; TRAIL sens C8 = 0
Listed for CSc1ccc(CN2CCC(CO)(Cc3ccc(Cl)cc3)CC2)cc1 = LMP1 NFkB inh = 3; Shn3 inh set2 = 12; HIF-2a block = 17; hiPSC survival = -0.7; KKLEB cytotox = -18; Peg3 promoter = 73*; NR2E3 ag-1 = 0; NR2E3 ag-2 = -8; TRPM1 prom inh = 22; CF NFkB inh = 2; TRAIL sens C8 = 22

(more compounds)
SMILES | LMP1 NFkB inh | Shn3 inh set2 | HIF-2a block | hiPSC survival | KKLEB cytotox | Peg3 promoter | NR2E3 ag-1 | NR2E3 ag-2 | TRPM1 prom inh | CF NFkB inh | TRAIL sens C8
CCCCCCCCCC[N+](C)(C)CC/C=C1/c2ccccc2Sc2ccc(Cl)cc21 | 8 | 87* | 49* | -0.7 | -21 | 108* | -1 | 7 | 8 | 23 | 38
COc1ccc(C(=O)Nc2ccc3c(c2)n(C)c(=O)n3C)cc1OC | 7 | -50 | 10 | 0.4 | 10 | -1 | 4 | 39 | -4 | -33 | -5
CCOC(=O)c1oc2c(CN3CCN(C)CC3)c(O)ccc2c(=O)c1-c1ccc(Br)cc1 | 1 | -3 | 11 | -1.4 | -10 | 0 | -2 | 3 | 4 | 14 | 16
NNC(=O)c1cnn(Cc2ccccc2)c1N | -11 | 11 | 15 | -2.2 | -4 | 4 | 3 | 57 | 1 | -1 | -1
COC(=O)C1=C(C(=O)c2ccccc2)C(c2ccc(O)c(OC)c2)n2nnnc2N1 (stereo unspecified) | -7 | -15 | 12 | -4.3 | 2 | 19 | -2 | -51 | -13 | -9 | 3
Cn1c(SCC(=O)c2ccc(F)cc2)nnc1-c1ccccn1 | -21 | -51 | -125 | -0.1 | 10 | -130 | 1 | -7 | -1 | -2 | 5
O=[N+]([O-])c1cccc(/C([O-])=C(/C(=S)Nc2ccccc2F)[n+]2ccccc2)c1 | -3 | -4 | -66 | -0.2 | -5 | -37 | 2 | -28 | 1 | -1 | -3
O=C(NCc1ccccn1)c1ccc(-c2ccccc2)cc1 | -23 | -52 | -253 | 0.2 | -16 | -276 | 5 | -65 | -46 | 17 | -7
